SIRT5 block = sirtuin-5 (human) deacylase inhibition | Q9NXA8 | Purified SirT5, succinyl-peptide AMC, trypsin-coupled fluorescence | inhibition, % at 15 µM | 330,000 compounds, 1.1% hits; in the data active = inhibition above about 15%; inconclusive = no clear call, values can overlap the other calls
PglD inh = blocks C. jejuni PglD acetyltransferase activity; purified PglD enzyme, DTNB colorimetric CoA detection; inhibition, % at 12.5 µM; 360,000 compounds, 0.098% hits; in the data active = inhibition above about 16%, passing the limit was not always enough; inconclusive = no clear call, values can overlap the other calls; also: strong numbers were not always called active
S100A4 MyoIIA = S100A4-myosin IIA interaction inhibition. 360,000 compounds, 0.14% hits. S100A4/TAMRA-MyoIIA peptide fluorescence polarization. P26447. inhibition, % at 10.7 µM. AID 652163;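 active = mean inhibition of at least 70% across replicates, with every replicate also reaching that level; inconclusive = mean inhibition reaches 70% but some replicates fall short; inactive = mean inhibition below 70%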
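Assay system: human S100A4 monomer with TAMRA-labelled myosin IIA peptide / Buffer or medium: Calcium-containing HEPES buffer, pH 7.2 / Reagent: TAMRA-labelled myosin IIA heavy-chain peptide probe, 5 nM / Compound: one dose per compound / Timing: polarization read 5 min after assay mix addition, stable 5–60 min / Benchmarks: neutral control DMSO, positive control TFP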
E-sel inducer = induces E-selectin expression in human endothelial cells. P16581. HUVEC E-selectin immunofluorescence imaging; normalized: neutral wells 0, TNF-alpha wells 100. activation, % at 7.58 µM. 260,000 compounds, 0.37% hits. AID 686992;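 active = mean E-selectin-positive cell signal at least 10% of the positive control, reached in at least 60% of replicates, without over 20% cell loss; inconclusive = no rule given, readout overlaps actives, possibly toxicity-flagged; inactive = the rest, including those meeting only one limit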;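 also: in these data hits start at about 27%; measured in HUVEC primary endothelial cells; signal is the percent of cells scored E-selectin positive by PE staining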
Target sequence (P16581 whole entry, looked up): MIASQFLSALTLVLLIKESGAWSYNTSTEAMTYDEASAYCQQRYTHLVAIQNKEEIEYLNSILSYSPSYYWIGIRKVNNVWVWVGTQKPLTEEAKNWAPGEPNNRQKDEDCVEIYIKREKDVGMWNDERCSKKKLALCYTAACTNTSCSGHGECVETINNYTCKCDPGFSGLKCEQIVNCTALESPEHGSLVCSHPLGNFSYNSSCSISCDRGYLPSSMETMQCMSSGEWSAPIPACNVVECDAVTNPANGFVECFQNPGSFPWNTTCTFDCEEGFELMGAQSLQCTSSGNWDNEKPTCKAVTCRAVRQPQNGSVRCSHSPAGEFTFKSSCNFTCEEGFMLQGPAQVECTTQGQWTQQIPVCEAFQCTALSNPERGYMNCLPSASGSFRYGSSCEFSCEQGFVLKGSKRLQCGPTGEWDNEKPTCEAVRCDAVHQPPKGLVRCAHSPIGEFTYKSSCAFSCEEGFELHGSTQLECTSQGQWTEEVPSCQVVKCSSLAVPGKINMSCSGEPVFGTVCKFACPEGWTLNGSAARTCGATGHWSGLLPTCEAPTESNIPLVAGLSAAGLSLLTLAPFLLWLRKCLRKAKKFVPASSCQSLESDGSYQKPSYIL
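Read-out basis: % PE-positive cells; Test system: HUVEC primary endothelial cells; Technique: immunofluorescence imaging; Dosing: single-point compound dose.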
DENV2 CPE = inhibitors of DENV2 cytopathic effect. DENV2-infected cells, cytopathic effect rescue, plate reader. CPE inhibition, % at 9.99 µM. AID 651640. 350,000 compounds, 1.7% hits; in the data active = CPE inhibition above about 20%, passing the limit was not always enough; inconclusive = no clear call, values can overlap the other calls; tested in BHK-21 cells;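 also: 0% = median of neutral control wells and 100% = median of positive control wells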
ERp5 block = ERp5 (human) disulfide isomerase inhibition; inhibition, % at 9.99 µM; ERp5 insulin aggregation, absorbance 650 nm, 90 min; 350,000 compounds, 0.05% hits;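 active = mean replicate inhibition above about 25%, with every replicate also reaching it, limit read from the data, passing the limit was not always enough; inconclusive = only one of those two criteria met; inactive = neither criterion met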
Target sequence (Q15084 whole entry, looked up): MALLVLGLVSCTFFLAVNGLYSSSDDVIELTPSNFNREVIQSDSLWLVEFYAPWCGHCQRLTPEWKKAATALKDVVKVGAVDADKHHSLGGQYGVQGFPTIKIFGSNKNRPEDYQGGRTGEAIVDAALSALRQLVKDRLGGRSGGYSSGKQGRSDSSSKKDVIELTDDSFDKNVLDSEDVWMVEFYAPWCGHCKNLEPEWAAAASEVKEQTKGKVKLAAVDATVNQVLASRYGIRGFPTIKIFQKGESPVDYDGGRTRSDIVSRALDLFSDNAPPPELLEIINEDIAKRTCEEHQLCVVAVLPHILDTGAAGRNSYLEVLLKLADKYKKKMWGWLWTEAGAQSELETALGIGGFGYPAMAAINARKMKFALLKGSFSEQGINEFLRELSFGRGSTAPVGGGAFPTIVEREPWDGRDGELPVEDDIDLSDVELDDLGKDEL
C2C12 statin = protects C2C12 myotubes from simvastatin toxicity. AID 602340. rescue of ATP level, % at 7.49 µM. 330,000 compounds, 0.78% hits. ATP luminescence, 48 h; scaled: DMSO 0, geranylgeraniol control 100;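 active = mean ATP rescue above about 67%, or every replicate alone reaching that limit, limit read from the data, passing the limit was not always enough; inconclusive = no clear call, values can overlap the other calls; inactive = mean under the limit and some replicate under it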;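 also: myotubes were challenged with 10 µM simvastatin during compound exposure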
* hit, by the source's call; ? = inconclusive; . = no result given; & = joins results of further samples; ! = repeats disagree. Only part of the results is shown, so the mix of outcomes need not match the whole.

Under each structure – SIRT5 block, PglD inh, S100A4 MyoIIA, E-sel inducer, DENV2 CPE, ERp5 block, C2C12 statin
CCc1ccccc1NC(=O)CSc1nnc(-c2ccncc2)o1
  0, ., 0, ., 6, 1, .
C[C@@H](O)C#Cc1cnc2c(c1)C(=O)N([C@@H](C)CO)C[C@H](C)[C@@H](CN(C)C(=O)c1ccccc1F)O2
  -2, -1, 12, ., 0, 4, -4
Cc1cccc(NC(=O)CCCCCN2C(=O)[C@@H]3Cc4ccccc4CN3C2=O)c1
  -1, ., 1, 0.3, 1, 1, 5
CCCc1cc(=O)oc2cc(OCC(=O)NCCCN3CCOCC3)ccc12
  4, 2, -8, 0.5, 8, -5, -4
CN(C)S(=O)(=O)c1ccc(C(=O)NCc2ccco2)cc1
  -4, ., -2, 0.1, 8, -2, 2
C[C@H](CO)N1C[C@H](C)[C@@H](CN(C)S(=O)(=O)c2cccs2)Oc2c(NC(=O)Nc3ccc(C(F)(F)F)cc3)cccc2C1=O
  5, -4, -5, -0.1, 5, -3, 61
CCN(CC)CCNC(=S)Nc1ccc2nc(N3CCN(C)CC3)cc(C)c2c1
  -10, -10, 4, -1.7, 13, -3, 1
COc1cc(OC)c(OC)cc1/C=N/n1c(-c2n[nH]c3c2CCC3)n[nH]c1=S
  -3, -2, -19, -0.1, 6, -3, 6
Cn1ccc2c(-c3ccc4[nH]ccc4c3)cc3c(c21)C1CCC3O1 (configuration not stated)
  -4, 6, -6, 2.7, 6, 3, -5
COc1ccc(CN(C)C[C@H]2OCCCC[C@H](C)Oc3ccc(NS(=O)(=O)c4ccc(F)cc4)cc3C(=O)N([C@@H](C)CO)C[C@H]2C)cc1
  11, -5, -19, ., 14, -1, .
C[C@@H]1CN([C@H](C)CO)C(=O)Cc2cc(NC(=O)CCC(F)(F)F)ccc2O[C@H]1CN(C)Cc1ccc(-c2ccccc2)cc1
  8, 2, 6, -0.2, -8, 1, 37
C[C@@H]1CN([C@@H](C)CO)C(=O)c2cc(C#Cc3cccc(F)c3)cnc2O[C@@H]1CN(C)C(=O)C1CC1
  -1, -2, -8, 0.5, 1, 3, .
CC(C)C(=O)Nc1oc(-c2ccccc2)cc1C#N
  -1, ., -4, ., -2, 1, .
CCOC(=O)[C@]12CCC=C1N(Cc1ccc3c(c1)OCO3)C(=O)[C@H](CC(=O)NCCCCc1ccccc1)C2
  ., ., 4, ., 0, -4, .
CNC(=O)C[C@@H]1CC[C@H]2[C@H](COc3ccc(NC(=O)C4CC4)cc3C(=O)N2C)O1
  ., -1, ., 0.2, -4, ., 2
CC(C)CN(C(=O)c1ccc2c(c1)OCCO2)c1c(N)n(Cc2ccccc2)c(=O)[nH]c1=O
  -3, ., -1, 0.0, 0, -3, .
N#CC1=C(N)N(c2ncn[nH]2)C2=C(C(=O)CCC2)C1c1ccccc1 (configuration not stated)
  0, ., 7, ., -3, -1, .
COCC(=O)Nc1ccc2c(c1)C(=O)N(C)C[C@@H](OC)[C@H](C)CN(CC1CCCCC1)[C@@H](C)CO2
  2, 1, -3, 0.0, ., -2, -4
CCOc1ccc(CN(C)C(=O)c2ccc3c(c2)NC(=O)C(C)S3)cc1OC (configuration not stated)
  0, -1, 7, -0.2, 16, -2, 18
COc1ccc(Cl)cc1NC(=O)CN(C)C(=O)c1ccc(-n2nc(C)cc2C)cc1
  -2, 0, -1, -0.1, 16, -1, -2
CC(=O)NC1CCN(CC(=O)Nc2cccc([N+](=O)[O-])c2)CC1
  ., -3, -4, 4.8, ., 4, 1
C[C@@H]1CN([C@@H](C)CO)C(=O)Cc2cc(NC(=O)Nc3ccc4c(c3)OCO4)ccc2O[C@@H]1CN(C)S(=O)(=O)c1cccs1
  ., -2, ., -1.7, 10, ., -42
O=C(Nc1ccc(Oc2ccccc2)cc1)c1ccc2nc([C@@H]3O[C@H](CO)[C@H](O)[C@H](O)[C@H]3O)[nH]c2c1
  -5, -1, 3, -0.3, 6, 1, 2
COC(=O)CCN1CCc2cc(N=Nc3ccc([N+](=O)[O-])cc3)ccc21
  ., -4, -9, -0.1, 2, -2, .
CN(C)S(=O)(=O)c1ccc(NC(=O)COC(=O)C2CC3CCCC(C2)C3=O)cc1 (configuration not stated)
  -1, ., -4, 0.1, -1, -1, .
S=C(NCCCN1CCOCC1)NCCCN1CCOCC1
  -14, -6, -21, -0.1, 1, -4, -1
NC(=O)N/N=C/c1ccccc1OC(=O)c1cc2ccccc2oc1=O
  -2, -4, -3, ., 1, -17, -3
CC1CCC/C(=C\Nc2ccc3c(c2)OCO3)C1=O (configuration not stated)
  -1, 1, -9, ., ., -1, 2
CC(C)(C)c1nc[nH]c(=O)c1Br
  ., 9, -1, ., -9, 5, .
CCOc1ccccc1C(=O)OCC(=O)NCc1ccc2c(c1)OCO2
  ., 4, -14, -0.1, -6, -1, 4

Record cards, from the list above.
CCc1ccccc1NC(=O)CSc1nnc(-c2ccncc2)o1 is listed as SIRT5 block: 0; PglD inh: .; S100A4 MyoIIA: 0; E-sel inducer: .; DENV2 CPE: 6; ERp5 block: 1; C2C12 statin: .
Cc1cccc(NC(=O)CCCCCN2C(=O)[C@@H]3Cc4ccccc4CN3C2=O)c1 is listed as SIRT5 block: -1; PglD inh: .; S100A4 MyoIIA: 1; E-sel inducer: 0.3; DENV2 CPE: 1; ERp5 block: 1; C2C12 statin: 5

The list continues.
Under each structure – SIRT5 block, PglD inh, S100A4 MyoIIA, E-sel inducer, DENV2 CPE, ERp5 block, C2C12 statin
CO[C@H]1CN(C)C(=O)c2cc(NC(=O)C3CC3)ccc2OC[C@@H](C)N(C(=O)Cc2ccccn2)C[C@@H]1C
  -4, -1, 6, 0.6, 16, 0, -4
Cc1cccnc1Nc1nc(-c2ccc(O)c(O)c2)cs1
  2, -1, -1, ., ., -5, -17
CN1C(=O)c2cc(NC(=O)Nc3ccccc3F)ccc2OC[C@H]2O[C@H](CC(=O)NCCc3ccncc3)CC[C@H]21
  -1, 3, 2, 0.0, 6, -4, -5
COc1cccc(C(=O)Nc2ccc3c(c2)C(=O)NC3=O)c1
  0, 5, -3, 0.3, 6, 3, -7
Cc1cc(C(=O)COC(=O)c2ccncc2)c(C)n1CCc1ccc(F)cc1
  -4, ., -5, ., -3, -9, .
CCS(=O)(=O)N1CCN(c2ccc(Cl)cc2[N+](=O)[O-])CC1
  ., 2, ., 0.1, ., ., 1
COc1ccccc1S(=O)(=O)N1CC[C@H]2[C@H](CO)Nc3ccc(-c4ccccc4F)cc3[C@H]21
  2, -4, -26, 0.5, 21*, 1, -9
C=CCc1c(C)nc2c(-c3ccccc3)cnn2c1N1CCOCC1
  -6, 0, -2, -0.1, -1, 1, -10
CC(C)=CCN1CCN(Cc2ccc(Sc3nncn3C)o2)CC1CCO (configuration not stated)
  -6, ., -1, -0.1, 5, 1, .
Cc1ccc(C)c(S(=O)(=O)N/N=C/c2ccc(N(C)C)cc2)c1
  1, ., -3, 0.1, 19, -1, .
COc1cc([C@H]2OC[C@H]3[C@@H]2CO[C@H]3c2ccc(O)c(OC)c2)ccc1O
  1, 4, -3, 0.8, -4, 7, -4
O=C(O)c1ccc(C=NNC(=O)c2ccccc2NS(=O)(=O)c2cccs2)cc1
  4, -1, 1, ., -4, -6, -4
COc1cccc(OCC(Cn2c(C)nc3ccccc32)OC(C)=O)c1 (configuration not stated)
  1, ., 2, ., -2, 1, .
OCCC1CN(Cc2ccccc2O)CCN1CCCc1ccccc1 (configuration not stated)
  -1, -13, 1, 0.0, -7, 4, -3
O=C(O)C(c1ccccc1)C1(O)CC2CCC1C2 (configuration not stated)
  -2, ., 5, -0.2, -8, 5, .
CCOCCCNC(=O)c1ccc2c(c1)ncn2-c1ccc(CC)cc1
  1, 7, -7, 0.2, -6, 2, -6
CCCC(=O)c1ccc(N2CCC(C)CC2)c(F)c1
  -3, ., -3, -0.1, 6, 2, .
O=C(NC1CCCC1)c1csc2c1CCCC2
  1, ., 1, ., -5, -1, 11
CCCCn1c(N)c(N(CCOC)C(=O)C(C)Oc2ccc(Cl)cc2)c(=O)[nH]c1=O (configuration not stated)
  -1, -1, -8, -0.1, -6, 0, 4
COc1ccc(-c2noc(=O)n2Cc2ccccc2Cl)cc1
  -6, 3, -12, ., 3, -3, -7
O=C(NC[C@@H]1CC[C@@H]2[C@@H](CN2S(=O)(=O)c2ccccc2)O1)NC1CCCCC1
  1, ., 1, ., 13, 0, .
Cc1ccc(S(=O)(=O)N(C)C[C@@H]2OCCCC[C@@H](C)Oc3ccc(NC(=O)Nc4cccc5ccccc45)cc3C(=O)N([C@H](C)CO)C[C@H]2C)cc1
  2, -1, -9, 1.8, -2, -3, .
C[C@H](CO)N1C[C@H](C)[C@@H](CN(C)Cc2ccccc2)Oc2c(NS(C)(=O)=O)cccc2C1=O
  0&-3, 0&0, -5&2, -0.2, 39*!, 2&-1, 13&-19
CCC(=O)N1CCC1(C)C(=O)NCc1ccc(SC)cc1 (configuration not stated)
  0, -1, -14, -0.5, -6, 5, -2
COc1ccc(NC(=O)N(C)C[C@@H]2Oc3ncccc3C(=O)N([C@H](C)CO)C[C@@H]2C)cc1
  -1, 1, 1, 0.9, -6, -3, 7
COc1ccc(C)c2sc(NC(=O)c3cccc(N4C(=O)CCC4=O)c3)nc12
  -3, 1, -21, -0.6, -1, 2, 1
CCC(C)NC(=O)Cn1nc(Cc2ccncc2)c2ccccc2c1=O (configuration not stated)
  -5, -4, 0, 0.8, 0, 0, 7
O=C1C=C(c2ccc(Oc3ccccc3)cc2)C[C@@H](c2ccc(Cl)cc2)C1
  ., -1, -2, 0.5, -12, 0, 16
COc1ccc(CN2CSC(=S)N(Cc3ccccc3)C2)cc1
  -4, -1, -4, ., -2, 1, 12
COc1cc(C(=O)NNC(=O)NC2CCCCC2)cc(OC)c1OC
  0, -2, -1, ., ., 4, 6
CCOC(=O)C1(CCOc2ccccc2)CCN(Cc2cc(OC)cc(OC)c2)CC1
  -7, 0, -1, ., -10, 7, 5
CCN1CCN(Cc2ccc(NC(=O)c3cc(NC(=O)C4=NN(c5ccccc5)C(=O)C4)cc(OC)c3)cc2C(F)(F)F)CC1
  1&-1, 2&-5, -5&7, 24&0.5, 2&-5, ?, -7&-7
O=C(CC1CC1)N1CC(=O)N2[C@H](CO)[C@@H](c3ccc(C#Cc4ccc(F)cc4)cc3)[C@@H]2C1
  2, ., 15, -0.1, 0, -1, .
C[C@@H]1CN([C@@H](C)CO)S(=O)(=O)c2ccc(C#Cc3ccncc3)cc2O[C@@H]1CN(C)C
  6, 3, -15, -0.6, ?, 6, 5
CC(C)CNC(=O)COC(=O)c1ccccc1SCC(=O)NCC(C)C
  0, 6, -3, 0.7, -2, 2, .
CCOC(=O)C1=C(COC(=O)[C@@H]2CCCN2S(=O)(=O)c2ccc(C)cc2)NC(=O)NC1C (some centres not stated)
  -2, 1, -4, -2.8, 12, -4, 4
CN1CCN(c2ccccc2NC(=O)c2c(F)cccc2F)CC1
  -6, ., 0, 0.2, 11, 2, .
COc1ccc(S(=O)(=O)Nc2ccc3c(c2)CC(=O)N([C@H](C)CO)C[C@@H](C)[C@@H](CN(C)S(=O)(=O)c2cn(C)cn2)O3)cc1
  -2, 0, -9, 0.1, 2, 16, 5
Cc1cccc(N2CCN(CC(O)COc3ccc4ccccc4c3)CC2)c1 (configuration not stated)
  4, -2, 3, 1.0, ?, -1, 3
CC(C)CCN1CCN(Cc2nc(-c3ccccc3)cs2)CC1CCO (configuration not stated)
  -2, ., 0, ., 2, 7, .
O=C(CCC(=O)OCc1ccc(Br)cc1)Nc1ccccc1
  35*, ., -5, ., -11, 10, .
C[C@@H]1CN([C@@H](C)CO)C(=O)c2cccc(NC(=O)C3CCOCC3)c2O[C@H]1CN(C)Cc1ccc(Cl)c(Cl)c1
  -4, -2, -1, ., ., 0, -29

Screens (PubChem BioAssay)
